ALOX12 inh: Primary qHTS assay for inhibitors of human arachidonate 12S-lipoxygenase (ALOX12): Round 2. Polyunsaturated fatty acid lipoxygenase ALOX12 (Homo sapiens), P18054. purified 12hLO, xylenol orange hydroperoxide absorbance. Potency, µM (top dose mostly 108 µM), for the others: at the highest dose activity change, negative = inhibition, actives largely listed as inhibitors. 1.1% of 580,000 active. AID 1671190, 2021; also: potency is read from the fitted curve at half-maximal effect; % is scaled to controls: 0 for no effect and ±100 for the full control effect
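Purified human 12hLO (150 nM final) in 25 mM Hepes, 0.01% Triton X-100, pH 7.0 was preincubated 15 min at room temperature with compound. Then 40 uM arachidonic acid was added, 30 min. Hydroperoxide was read by Fe-XO absorbance ratio 573/405 nm.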
POLB inh: qHTS Assay for Inhibitors of DNA Polymerase Beta. P06746. 1.3% of 340,000 active. AID 485314, 2010. Pol beta primer extension/strand displacement, fluorescence kinetic. Potency, µM (highest dose often 114 µM), without a hit: at the highest dose activity change, negative = inhibition, hits mostly inhibitors; also: potency is read from the fitted curve at half-maximal effect; % is scaled to controls: 0 for no effect and ±100 for the full control effect
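Reaction started by 50 nM substrate onto compound-treated Pol beta (10 nM, 15 min preincubation, room temperature); plates read at 0 min and 10 min. Normalized concentration-effect data fitted by four-parameter Hill equation.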
ERG-DNA inh: qHTS for Small Molecule Inhibitors of the ERG Ets/DNA interaction; Potency, µM (top dose mostly 76.9 µM), for inactives: at the highest dose FP activity, negative = inhibition, most hits filed as inhibitors; fluorescence polarization, His-ERG Ets domain / labelled DNA; 0.028% of 370,000 active; active = well fitted inhibition curve with a large enough effect in the polarisation, with a control signal flat; inconclusive = small, poorly fitted or top-dose-only effect, or effect the other way, or a change in a side signal; inactive = no such curve, though single readings can be large or run the other way; the % refers to the polarisation;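 also: polarization taken with two DNA probes labelled with fluorescein and Texas red; potency is read from the fitted curve at half-maximal effect; % of control where 0% means no effect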
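His-tagged ERG Ets domain (1 uM in the protein solution; 300mM KCl, 50mM Tris-HCl, 1mM EDTA, 1mM DTT, pH 7.5) received compound, then a probe mix of 5 nM fluorescein-DNA and 100nM Texas-615-DNA. Fluorescence polarization was read for both dyes.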
Pol kappa inh: qHTS for Inhibitors of Polymerase Kappa | 0.53% of 400,000 active | Potency, µM (titrated, usually from 107 µM), for inactives: top-dose activity, negative = inhibition, actives largely listed as inhibitors | purified Pol kappa, fluorescent DNA synthesis assay, 10 min | DNA polymerase kappa (Homo sapiens), Q9UBT6; also: potency is read from the fitted curve at half-maximal effect; % is scaled to controls: 0 for no effect and ±100 for the full control effect
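Here, compound and 10 nM enzyme are combined for 15 min at room temperature; adding 50 nM substrate (final) starts DNA synthesis, tracked by fluorescence at 0 and 10 min against buffer-only wells.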
LDHA inh: qHTS assay for inhibitors of human lactate dehydrogenase; activity change, % (values are at about 110 or 230 µM); L-lactate dehydrogenase A chain (Homo sapiens), P00338; purified LDHA, NADH/diaphorase-resazurin fluorescence; stronger effect = lower value; 0.15% of 480,000 active; AID 1347041, 2019; in the data active = activity change below about -30%; inconclusive = mostly about -25% to -30%;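 also: plate controls were DMSO wells for no effect and wells without enzyme for full effect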
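LDH5 2 nM; NADH 0.06 mM, pyruvate 0.2 mM; 200 mM Tris pH 7.4, EDTA, Tween-20; 5 min RT. Detection: diaphorase 0.133 mg/mL + resazurin 37 µM, fluorescence ex540/em590 at 0 and 20 min; normalized to enzyme-free and DMSO wells.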
RGS4 inh: Inhibitors of Regulator of G Protein Signaling (RGS) 4: qHTS; Regulator of G-protein signaling 4 (Homo sapiens), P49798; Transcreener GDP fluorescence polarization, RGS4-accelerated GTP hydrolysis; Potency, µM (doses to about 114 µM), without a hit: at the highest dose activity change, negative = inhibition, usual class: inhibitors; 0.039% of 390,000 active; AID 504845, 2011; also: potency is read from the fitted curve at half-maximal effect; % is scaled to controls: 0 for no effect and ±100 for the full control effect; nearly all actives have a fitted effect of over 75% in size; some results filed as inactive show a strong effect at the top dose
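MLSMR compounds (23 nl, pin-transferred) preincubated 10 min at room temperature with a 500nM (2x) first reagent, then RGS4 at 900nM (2x) plus Transcreener GDP mix added; fluorescence polarization (620/688 nm) read before and after 90 min at 30 °C.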
Apoferritin bind: qHTS Assay for Identification of Novel General Anesthetics. AID 485281, 2010. 0.074% of 350,000 active. apoferritin/1-aminoanthracene competitive binding, fluorescence. Potency, µM (titrated, usually from 77.5 µM), without a hit: top-dose activity change, negative = displacement, most hits filed as inhibitors; also: potency is read from the fitted curve at half-maximal effect; % is scaled to controls: 0 for no effect and ±100 for the full control effect; nearly all actives have a fitted effect of over 20% in size
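In PBS, apoferritin at 10 uM is loaded with 1-AMA from a 50% saturated solution. After 10 min of compound exposure at ambient temperature, reduced 535 nm fluorescence indicates probe displacement.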
POLH inh: qHTS for Inhibitors of Polymerase Eta; DNA polymerase eta (Homo sapiens), Q9Y253; recombinant Pol eta, fluorescent DNA replication assay; Potency, µM (highest dose often 114 µM), for inactives: at the top dose activity change, negative = inhibition, usual class: inhibitors; 1.2% of 390,000 active; also: potency is read from the fitted curve at half-maximal effect; % is scaled to controls: 0 for no effect and ±100 for the full control effect
Target sequence (Q9Y253 whole entry, looked up): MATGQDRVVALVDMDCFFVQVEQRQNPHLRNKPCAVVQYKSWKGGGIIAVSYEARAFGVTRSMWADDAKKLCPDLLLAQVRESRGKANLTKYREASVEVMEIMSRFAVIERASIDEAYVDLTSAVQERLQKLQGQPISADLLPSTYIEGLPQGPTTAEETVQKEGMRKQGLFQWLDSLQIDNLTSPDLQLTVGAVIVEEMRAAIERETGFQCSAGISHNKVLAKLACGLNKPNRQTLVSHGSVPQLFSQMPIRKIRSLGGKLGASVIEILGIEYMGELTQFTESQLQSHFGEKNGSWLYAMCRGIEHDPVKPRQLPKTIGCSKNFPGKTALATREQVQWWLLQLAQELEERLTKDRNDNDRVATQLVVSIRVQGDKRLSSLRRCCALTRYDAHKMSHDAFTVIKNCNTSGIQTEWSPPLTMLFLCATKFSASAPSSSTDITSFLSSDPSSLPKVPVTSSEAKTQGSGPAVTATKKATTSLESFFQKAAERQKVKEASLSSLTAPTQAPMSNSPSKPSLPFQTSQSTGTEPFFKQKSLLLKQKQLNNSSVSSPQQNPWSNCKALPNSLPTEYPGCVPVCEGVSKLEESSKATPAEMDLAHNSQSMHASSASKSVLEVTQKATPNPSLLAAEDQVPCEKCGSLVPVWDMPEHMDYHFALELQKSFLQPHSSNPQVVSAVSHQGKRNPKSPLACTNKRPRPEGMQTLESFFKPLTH
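Pol eta (10 nM) was preincubated with compounds for 15 min at room temperature, after which fluorescent replication substrate (50 nM final) was added to start the reaction. Fluorescence was read kinetically at 0 and 10 min.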
APE1 inh: qHTS Assay for Inhibitors of the Human Apurinic/apyrimidinic Endonuclease 1 (APE1) | DNA repair nuclease/redox regulator APEX1 (Homo sapiens), P27695 | recombinant APE1, TAMRA/BHQ-2 abasic DNA cleavage fluorescence | Potency, µM (titrated, usually from 65.8 µM), for inactives: top-dose activity change, negative = inhibition, actives largely listed as inhibitors | 0.35% of 350,000 active | AID 2517, 2012;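 also: potency is read from the fitted curve at half-maximal effect; plate controls were vehicle for no effect and reference inhibitor for full effect; nearly all actives have a fitted effect of over 55% in size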
Target sequence (P27695 whole entry, looked up): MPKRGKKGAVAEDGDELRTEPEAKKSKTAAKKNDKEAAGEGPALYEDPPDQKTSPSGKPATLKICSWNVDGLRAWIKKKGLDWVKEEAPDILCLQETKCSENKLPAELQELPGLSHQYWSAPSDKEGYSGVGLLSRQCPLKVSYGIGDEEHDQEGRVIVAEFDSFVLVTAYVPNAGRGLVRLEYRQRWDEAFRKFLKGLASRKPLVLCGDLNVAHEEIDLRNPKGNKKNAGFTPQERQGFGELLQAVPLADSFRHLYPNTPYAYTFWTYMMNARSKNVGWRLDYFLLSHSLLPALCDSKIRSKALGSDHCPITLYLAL
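Readout is kinetic fluorescence (ex 525, em 598 nm) from cleavage of 50 nM TAMRA/BHQ-2 THF abasic duplex by 0.75 nM APE1, compound added 15 min beforehand at RT.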
Numbers without * were called inactive; ? = inconclusive; . = no result given; [ ] = another dose, or the depositor's remark. Unless noted, calls follow the shape of the dose curve; as a rule, active = well fitted curve in the direction sought with a large enough effect; inconclusive = small, poorly fitted or top-dose-only effect, or another doubt; inactive = no such curve, though single readings can be large; an effect the other way counts as inactive or inconclusive. An excerpt; the hit share may differ from the screen's.

SMILES	ALOX12 inh	POLB inh	ERG-DNA inh	Pol kappa inh	LDHA inh	RGS4 inh	Apoferritin bind	POLH inh	APE1 inh
Cc1ccc(S(=O)(=O)N/N=C/c2ccc(OCC(=O)Nc3ccccc3Cl)cc2)cc1	-16.8%	1.8%	2.1%	-9.2%	0.1	-46.6%	-8.1%	-16.3%	8.7%
CN(C)C(=S)Nc1ccc(Br)c(Cl)c1	?	24.0%	0.7%	-2.6%	-3.4	-19.1%	-18.2%	-18.7%	0.5%
CC1CCN(C(=O)CCCN2C(=O)c3cccnc3Oc3ccc(Cl)cc32)CC1	-15.1%	3.1%	22.2%	9.4%	0.7	15.1%	1.1%	-13.3%	67.1%
O=C(O)COc1ccccc1/C=C1\C(=O)Nc2ccc(Br)cc21	0.0%	2.6%	2.9%	-11.1%	-4.4	-30.3%	8.1%	-9.4%	25.6%
N=c1ccn(Cc2ccc(F)cc2)cc1	151.2%[activator]	0.0%	2.2%	-11.0%	-7.6	22.1%	-2.7%	-3.0%	3.6%
CCOc1ccccc1NS(=O)(=O)c1c(C)nc2sccn2c1=O	0.0%	15.9%	6.7%	1.3%	-5.5	-7.3%	2.9%	-9.3%	.
Cc1cc(C)c2nc(Cl)c(Cl)nc2c1	?	-0.1%	0.3%	-1.6%	-0.4	-6.6%	-3.1%	-6.3%	2.4%
CC(NC(=O)C1CCC(CNS(=O)(=O)c2ccccc2)CC1)c1ccccc1 (stereo not given)	-12.6%	?	-3.4%	-0.7%	-9.1	10.9%	-2.1%	-5.0%	-2.8%
Clc1ccc2c(c1)Nc1ccccc1CC2	-27.9%	.	4.6%	-7.8%	-4.2	-17.0%	.	-6.1%	.
CCC1CCCCN1C(=O)c1c[nH]c2ccc(S(=O)(=O)N(C)c3ccc(Cl)cc3)cc2c1=O (stereo not given)	?	21.0%	.	-0.2%	-5.2	-15.8%	-6.3%	-4.9%	17.2%
CCOc1ccccc1NC(=O)C(OC(=O)c1ccc(N(C)C)cc1)c1ccccc1 (stereo not given)	-1.1%	52.1%	4.7%	-9.8%	-6.7	-4.5%	-8.9%	-20.2%	0.8%
O=C(c1c(F)cccc1F)N1CCN=C1SCc1ccccc1	0.0%	-6.5%	-4.3%	6.8%	-0.4	-25.2%	5.3%	-16.6%	-8.6%
CN(Cc1ccccc1)C(=O)C1CCC(CNS(=O)(=O)c2ccc3c(c2)CCCC(=O)N3)CC1 (stereo not given)	-2.2%	0.3%	-1.5%	-2.1%	4.0	-10.5%	-13.9%	-13.2%	.
CC(=O)Nc1ccc(NC(=O)CSc2ccc3nnc(-c4cccnc4)n3n2)cc1	-20.6%	-18.2%	3.4%	-4.4%	-2.1	-7.5%	-5.0%	3.0%	-3.7%
CCc1nc(C)cc2c1sc1ccccc12	?	18.7%	1.9%	-11.4%	-5.3	13.0%	18.6%	-8.9%	-0.4%
Cc1nn2c(=O)cc(COC(=O)CNC(=O)c3ccc(F)cc3)nc2s1	2.3%	2.7%	-9.8%	-10.1%	-1.9	-19.6%	-3.6%	9.9%	.
CC(=O)N1CCN=C1SCc1cccc(C(F)(F)F)c1	27.8%	8.3%	0.2%	-1.6%	-3.8	10.2%	?	-0.8%	7.2%
CC(=O)COc1ncnc2c(Cl)cc(Cl)cc12	-3.1%	11.8%	4.5%	2.8%	-2.0	-6.8%	-6.1%	-1.8%	9.4%
O/N=C1/CCSc2ccccc21	2.4%	13.6%	9.0%	0.3%	-2.9	27.1%	?	-14.3%	1.3%
O=C(CSc1nnc(-c2ccco2)o1)NC1CCCCCC1	491.6%[activator]	11.4%	-11.6%	1.9%	-3.7	-10.0%	?	5.4%	11.6%

Whole records, quoted from the list:
`CC1CCN(C(=O)CCCN2C(=O)c3cccnc3Oc3ccc(Cl)cc32)CC1` is listed as ALOX12 inh = -15.1%; POLB inh = 3.1%; ERG-DNA inh = 22.2%; Pol kappa inh = 9.4%; LDHA inh = 0.7; RGS4 inh = 15.1%; Apoferritin bind = 1.1%; POLH inh = -13.3%; APE1 inh = 67.1%
`CCc1nc(C)cc2c1sc1ccccc12` is listed as ALOX12 inh = ?; POLB inh = 18.7%; ERG-DNA inh = 1.9%; Pol kappa inh = -11.4%; LDHA inh = -5.3; RGS4 inh = 13.0%; Apoferritin bind = 18.6%; POLH inh = -8.9%; APE1 inh = -0.4%

(more compounds)
SMILES	ALOX12 inh	POLB inh	ERG-DNA inh	Pol kappa inh	LDHA inh	RGS4 inh	Apoferritin bind	POLH inh	APE1 inh
CN(C(=O)CN1C(=O)S/C(=C\c2ccccc2Cl)C1=O)C1CCS(=O)(=O)C1 (stereo not given)	-16.3%	2.3%	-4.7%	-11.7%	-4.6	24.6%	-2.2%	-14.6%	31.1%
Cc1ccc(/C=C(\C#N)C(=O)Nc2c(C)cccc2C)s1	10.0%	30.4%	.	-7.0%	-16.7	35.1%	?	-4.7%	2.6%
Cc1ccc(S(=O)(=O)N(CC(=O)N2CCc3ccccc3C2)c2ccc(C)c(C)c2)cc1	1.2%	-1.2%	-1.3%	-15.9%	3.0	-11.7%	34.4%[activator]	-15.8%	.
NC(N)=Nc1nc2ccc([N+](=O)[O-])cc2[nH]1	11.5%	?	1.0%	-0.6%	-0.6	21.9%	-8.0%	-7.7%	1.5%
Cc1cc(C)cc(NC(=O)CNS(=O)(=O)c2ccc3nc(C)sc3c2)c1	-19.4%	3.3%	-2.8%	-14.0%	0.5	19.5%	-2.1%	.	.
CCC(c1nnc(SCC(=O)NC23CC4CC(CC(C4)C2)C3)o1)N(C)C (stereo not given)	6.2%	21.1%	-1.0%	3.3%	-4.0	-2.4%	?	0.6%	17.9%
CN(C(=O)c1ccccc1C(=O)OCC(=O)Nc1ccc(S(N)(=O)=O)cc1)c1ccccc1	-0.7%	.	-4.1%	1.1%	-3.5	-1.1%	.	-3.4%	-1.2%
C=CCc1ccccc1OCC(=O)NNC(=S)NCc1ccccc1	126.2%[activator]	27.6%	-4.9%	-10.0%	-3.9	-48.8%	-22.8%	-16.5%	40.5%[activator]
COc1ccc(NC(=O)[C@H]2O[C@@H]3OC(C)(C)O[C@@H]3[C@H]3OC(C)(C)O[C@H]32)c(OC)c1	0.0%	49.4%	0.4%	3.1%	-6.8	-0.3%	-3.8%	-20.0%	.
Cc1nc2cc(NS(=O)(=O)c3ccc(Br)cc3)ccc2n1C	-8.4%	29.1%	-4.1%	-4.9%	-0.9	-25.0%	-16.0%	-5.6%	2.0%
CCOC(=O)c1ccc2ncc(-c3ccccc3)nc2c1	-11.3%	4.5%	-0.5%	-4.9%	-5.3	-2.5%	-9.8%	0.8%	-0.9%
COc1ccc(CNC(=O)CCc2c(C)nc3c(c(C)nn3-c3ccccc3)c2C)cc1	-12.5%	-0.6%	7.9%	0.4%	1.0	-9.6%	4.2%	-9.2%	.
CCc1nnc(NC(=O)c2nc(SCc3ccccc3F)ncc2Cl)s1	-15.3%	5.2%	-0.7%	-21.1%	-4.2	-10.7%	?	-7.9%	.
CC1(C)C(=O)Nc2ccccc2N1C(=O)COc1ccc(C#N)cc1	-34.3%	.	-9.7%	-28.0%	-0.6	1.2%	.	?	2.6%
O=C(CSc1oc(-c2ccco2)nc1S(=O)(=O)c1ccc(F)cc1)NCC1CCCO1 (stereo not given)	?	1.6%	-14.8%	-5.8%	-6.4	-17.4%	-5.5%	9.2%	2.9%
COCCN(C(=O)COC(=O)CNC(=O)c1cccs1)c1c(N)n(Cc2ccccc2)c(=O)[nH]c1=O	?	.	-6.6%	-4.8%	-12.1	10.2%	.	0.2%	9.3%
CCN(C(=O)CN1C(=O)/C(=C/c2ccccc2)SC1=S)C1CCS(=O)(=O)C1 (stereo not given)	4.2%	2.0%	8.8%	2.3%	-1.7	15.9%[11.4 µM]	-10.7%	-5.6%	49.4%
Cc1ccc(Nc2sc(C(=O)c3ccccc3)c(N)c2C(=O)Nc2ccc(Cl)cc2)cc1	?	-1.5%	0.2%	2.1%[60.1 µM]	-0.5	?	-19.2%	-25.6%	.
Cc1cc(S(=O)(=O)c2cc3ccc(O)c(C)c3oc2=O)ccc1F	-5.1%	1.0%	2.6%	2.7%	1.5	-27.3%	452.6%[activator]	-11.2%	15.7%
O=C(NNc1nc2c(F)cc(F)cc2s1)c1ccccc1	4.5%	3.4%	7.1%	-14.8%	0.2	12.1%	-9.1%	-4.1%	-3.8%
C/C(N)=C(/C#N)C(=O)CSc1nncn1-c1ccccc1	-6.4%	-2.5%	5.4%	-8.2%	-4.3	12.5%	-10.3%	2.6%	-2.6%

Bioassay records: PubChem BioAssay, National Center for Advancing Translational Sciences (NCATS)
